From PubChem BioAssay
BaF3 parental: counter-screen for JAK2V617F inhibitors: parental Ba/F3 viability inhibitors; inhibition, % at 5.6 µM; 220,000 compounds, 1.1% hits; CellTiter-Glo ATP luminescence; AID 1486;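 active means inhibition above a per-campaign cutoff, the mean inhibition of all tested compounds plus 3 SD, cut at about 27% in these data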;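 further: 0% = DMSO wells and 100% = JAK Inhibitor I control wells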
EP2 mod: EP2 receptor (human) modulation; P43116; EP2-expressing cells, cAMP HTRF FRET, PGE2 co-stimulation; induction, % at 25 µM; 260,000 compounds, 0.83% hits; AID 940;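 active means compounds whose cAMP rise, as percent of the full-agonist control response, exceeds 60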;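 further: rat C6 glioma line stably carrying human EP2 under a CMV promoter; the protocol text gives 20 µM as final concentration; 100% = response of wells given 1 µM PGE2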
Calpain2 inh: blocks pig calpain II enzyme activity; purified calpain II, fluorogenic peptide substrate, 30 min; AID 1236; inhibition, % at 16 µM; 220,000 compounds, 0.37% hits;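 active means inhibition above about 50%, limit read from the data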
S1P4 ag: agonists of human S1P4 receptor. O95977. S1P4-expressing cell line, agonist reporter assay. activation, % at 4.98 µM. 220,000 compounds, 0.35% hits; in the data active means activation above about 11%;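 further: 0% = DMSO vehicle and 100% = reference agonist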
Target sequence (O95977 whole entry, looked up): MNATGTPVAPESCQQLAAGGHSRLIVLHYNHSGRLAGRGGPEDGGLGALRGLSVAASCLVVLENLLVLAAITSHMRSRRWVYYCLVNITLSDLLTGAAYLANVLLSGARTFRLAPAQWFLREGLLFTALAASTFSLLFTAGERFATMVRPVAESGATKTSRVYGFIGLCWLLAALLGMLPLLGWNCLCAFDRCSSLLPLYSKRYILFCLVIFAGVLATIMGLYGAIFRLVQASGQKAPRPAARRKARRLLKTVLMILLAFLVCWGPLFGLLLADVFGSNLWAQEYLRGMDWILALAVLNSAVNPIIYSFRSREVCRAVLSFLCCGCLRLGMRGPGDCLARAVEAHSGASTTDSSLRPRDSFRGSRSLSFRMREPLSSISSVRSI
S1P4 antagonist: antagonists of human S1P4 receptor. O95977. S1P4-expressing cells, antagonist mode, reporter read-out. inhibition, % at 4.98 µM. 220,000 compounds, 0.26% hits. AID 1510; in the data active means inhibition above about 29%;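 further: 0% = wells stimulated with agonist and 100% = vehicle wells without agonist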
TRPN1 ag: agonists of zebrafish TRPN1 channel | AID 1424 | HEK293 zebrafish TRPN1-YFP, Fluo-8 calcium fluorescence; 100% = response to 87 µM carbachol | activation, % at 3 µM | 220,000 compounds, 0.18% hits;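 active means activation above its plate's cutoff, the mean activation of test wells on that plate plus 3 SD, cut at about 19% in these data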;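 further: 0% = DMSO alone and 100% = 87 µM carbachol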
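Control set: carbachol 87 µM as high control, DMSO as low control; system: HEK293 stable line with zebrafish TRPN1-YFP; read-out: % activation versus carbachol response; detection: intracellular calcium fluorescence with Fluo-8; doses: single test compound dose, 3 µM nominal, 0.3% DMSO; schedule: dye 1 h 37 °C plus 30 min RT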
PERK inhibitor: inhibitors of human PERK kinase; Q9NZJ5; CHO PERK-DD fusion, SEAP luminescence translation reporter; inhibition, % at 5.6 µM; 220,000 compounds, 0.17% hits;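 active means inhibition above the mean inhibition of all tested compounds plus 3 SD, set separately per screening campaign, cut at about 2.9% in these data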;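 further: PERK kinase domain activated by AP20187 dimerizer at 100 nM; 0% = DMSO with dimerizer and 100% = rapamycin at 8.4 µM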
TRPML3 agonist: human mucolipin-3 channel agonism. Q8TDD5. HEK293 TRPML3-YFP, Fluo-8 calcium fluorescence; 100% = the carbachol control signal. activation, % at 3 µM. 220,000 compounds, 0.29% hits;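 active means activation above its plate's cutoff, the mean activation of the plate's test wells plus 3 SD, cut at about 12% in these data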;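 further: 0% = DMSO only wells and 100% = carbachol wells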
Target sequence (Q8TDD5 whole entry, looked up): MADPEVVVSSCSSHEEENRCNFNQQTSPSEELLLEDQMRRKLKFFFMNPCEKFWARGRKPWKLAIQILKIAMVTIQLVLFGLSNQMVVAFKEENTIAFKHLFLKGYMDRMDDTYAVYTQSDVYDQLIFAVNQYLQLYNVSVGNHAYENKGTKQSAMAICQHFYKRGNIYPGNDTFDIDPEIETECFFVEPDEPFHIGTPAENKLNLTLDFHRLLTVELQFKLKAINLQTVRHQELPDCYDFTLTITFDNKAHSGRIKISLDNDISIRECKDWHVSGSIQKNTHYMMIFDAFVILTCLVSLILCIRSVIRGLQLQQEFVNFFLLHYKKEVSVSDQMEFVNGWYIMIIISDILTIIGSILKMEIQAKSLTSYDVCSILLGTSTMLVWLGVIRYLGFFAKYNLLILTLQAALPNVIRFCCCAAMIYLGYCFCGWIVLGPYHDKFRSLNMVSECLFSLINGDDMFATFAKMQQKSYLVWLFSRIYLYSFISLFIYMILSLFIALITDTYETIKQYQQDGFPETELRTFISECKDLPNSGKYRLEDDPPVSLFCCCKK
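Material: TRPML3-YFP stable HEK293 cells | Dosing: One concentration, 3 µM nominal, 0.3% DMSO | Timing: 125 s total fluorescence read per well | Technique: Fluo-8 calcium dye fluorescence, ex 470-495, em 515-575 nm | Measure: Percent activation from peak-to-basal fluorescence ratio, scaled between DMSO and carbachol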
Ba/F3 V617F tox: reduce viability of Ba/F3 cells dependent on JAK2V617F. Ba/F3 EpoR-JAK2V617F viability, ATP luminescence. inhibition, % at 5.6 µM. 220,000 compounds, 1.1% hits. AID 1446;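 active means inhibition above the campaign mean plus 3 SD over all tested compounds, cut at about 24% in these data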;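 further: cytokine-independent growth of Ba/F3 cells driven by EpoR plus mutant JAK2; 0% = DMSO-treated cells and 100% = JAK inhibitor I control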
An asterisk follows results filed as active; i = inactive.

Start of the data: the first two compounds (preview)
SMILES,BaF3 parental,EP2 mod,Calpain2 inh,S1P4 ag,S1P4 antagonist,TRPN1 ag,PERK inhibitor,TRPML3 agonist,Ba/F3 V617F tox
COCCCNc1oc(-c2ccccc2F)nc1C#N,13,-11,-424,-3.7,-16,0.7,0.9,0.2,2
CSc1nsc(/C=C/Nc2ccc(C(=O)O)cc2)c1C#N,4,-23,18,0.5,-13,1.9,-0.3,0.6,-2

The whole of this part, repeating the preview:
SMILES,BaF3 parental,EP2 mod,Calpain2 inh,S1P4 ag,S1P4 antagonist,TRPN1 ag,PERK inhibitor,TRPML3 agonist,Ba/F3 V617F tox
COCCCNc1oc(-c2ccccc2F)nc1C#N,13,-11,-424,-3.7,-16,0.7,0.9,0.2,2
CSc1nsc(/C=C/Nc2ccc(C(=O)O)cc2)c1C#N,4,-23,18,0.5,-13,1.9,-0.3,0.6,-2
Cn1c(NC(=O)CCC2CCCCC2)cc(=O)n(C)c1=O,2,34,15,-1.2,0,2.5,-1.0,2.1,-1
CSc1ccc(/C=N/NC(=O)CN2CCN(Cc3ccc(Cl)cc3)CC2)cc1,4,-7,25,-0.6,-7,1.2,-1.5,0.6,7
CCOC(=O)Nc1ccc(S(=O)(=O)N2CCC(C)CC2)cc1,4,3,-13,0.1,-7,2.3,0.7,0.9,1
O=CN1CCN(C(=O)c2ccccc2F)CC1,2,41,-6,-2.8,-12,1.9,0.5,1.3,-1
Cc1cccc(NC(=O)CSc2nnc(-c3ccco3)c(-c3ccco3)n2)c1C,4,-8,-36,0.6,-4,0.0,0.5,0.7,-1
O=C(CCSc1nnc(-c2ccncc2)o1)Nc1cccc2ccccc12,4,-25,-3,-1.9,-11,-0.7,-0.3,0.1,1
COCCCNC(=S)N1CCCN(c2nc3c(C)c(C)ccc3cc2C#N)CC1,10,3,-90,1.6,-13,-0.6,-0.5,0.1,1
N/C(=N\OC(=O)COc1ccc2ccccc2c1)c1cccnc1,4,0,-8,1.0,-22,-0.8,-0.7,-0.1,0
Cc1c(-c2ccc(Br)cc2)[n+](=O)c2c(n1[O-])CCCCC2,0,1,-14,-0.1,-7,-0.1,0.6,0.6,-4
Cc1ccc(S(=O)(=O)NC(=O)c2ccc(-c3ccc(C)c4ccccc34)o2)cc1,5,-4,i,-0.3,-1,1.1,0.8,1.2,-1
COc1ccc(/C(C)=N/NC(=S)NCCc2ccccc2)cc1,5,28,21,1.1,13,-2.4,0.0,0.0,0
Cc1ccc(-c2csc3nc(SCC(=O)N(C)C)n(Cc4ccccc4)c(=O)c23)cc1,-1,49,-23,-0.6,-192,-0.9,-0.1,0.9,-2
Cc1ccc2nsnc2c1S(=O)(=O)N1CCOCC1,4,-2,-25,-2.2,1,-0.6,0.9,0.9,4
COc1ccc(N2C(=O)c3ccccc3NC2c2ccc(OC)c(COc3ccccn3)c2)cc1 (centres undefined),6,20,-91,1.0,-2,-1.2,0.2,-0.3,-1
COc1ccc(C(=O)OCCN=C2NS(=O)(=O)c3ccccc32)cc1OC,4,-5,9,2.6,6,1.4,0.4,0.7,-6
CC(=O)c1ccc(NC(=O)C2CCCNC2=O)cc1 (centres undefined),14,21,-12,0.1,-15,1.5,1.0,0.3,3
CCC(C)NC(=O)Cn1c(=O)n(CCCCC(=O)NCc2ccco2)c(=O)c2ccccc21 (centres undefined),4,32,19,1.7,-2,-1.8,0.3,0.1,-2
CCOC(=O)c1[nH]c(C)c(C(=O)Nc2ccc3c(c2)OCCO3)c1C,2,-7,-31,0.0,-21,0.0,-0.4,0.1,-4
CC(=O)Nc1ccc(-n2c(C)c(C(C)=O)c(C(C)=O)c2C)cc1,9,1,-2,0.6,-2,1.5,0.7,0.6,-1
COc1ccc(CCNC(=O)c2cc3sc(Cl)cc3n2C)cc1OC,0,-9,14,2.2,-21,-2.2,-0.2,-1.9,-2
COc1ccc(Cn2cccc(NC(=O)Nc3cccc(OC)c3)c2=O)cc1,-3,-10,-2,-0.3,-14,5.9,1.2,2.6,1
NCC(O)(c1ccc(Cl)cc1)c1ccc(Cl)cc1,2,13,13,-0.1,9,5.2,1.1,3.4,2
CC(C)Oc1ccc(CC(=O)NNC(=S)Nc2ccccc2)cc1,3,-21,22,-2.3,-16,-0.7,0.5,0.1,-5
COc1cc(/C=N\Nc2nc(-c3cccs3)c(NC(C)=O)s2)ccc1O,-1,-41,-27,0.7,4,0.7,-0.1,0.1,0
O=C(Nc1c(Cl)cc(Cl)cc1C(=O)NCc1cccnc1)c1ccc(Cl)cc1Cl,2,19,-7,-0.1,-16,0.5,0.6,0.5,3
CCOc1cccc(CNCCSc2nnnn2C)c1,11,-4,34,-1.4,5,1.3,0.7,0.5,2
O=C(NCC1CCCO1)c1nnc(Cc2ccc(F)cc2)o1 (centres undefined),9,20,-13,0.6,1,0.1,0.6,0.9,0
CCOC(=O)CNC(=O)N1CCCC(C(=O)c2ccccc2SC)C1 (centres undefined),5,2,4,0.2,-6,0.7,0.2,0.2,4
COc1cccc(-c2nc(C(N)=O)c3[nH]c(=O)n(-c4cccc(Cl)c4)c3n2)c1OC,7,54,7,0.6,-9,0.6,0.4,-0.3,-2
CCOc1ccc(Oc2ccc(NC(=O)[C@@H](NC(N)=O)[C@@H](C)CC)cc2)cc1,3,-4,20,-1.9,4,2.7,0.0,0.3,6
CC1CCCCN1C(=O)N[C@@H](Cc1ccccc1)C(=O)O (some centres undefined),1,-11,-30,0.3,-9,0.3,2.0,1.2,0
O=C(Cc1cn2ccsc2n1)Nc1ccccn1,2,-8,-12,1.9,-6,-1.2,1.3,0.0,-4
COc1ccc(C(=O)NCc2ccc3c(c2)OCO3)cc1,5,-25,-18,1.4,-20,1.1,0.5,0.1,1
CCCCNC(=O)CN1C(=O)c2cccc(N)c2C1=O,5,21,i,-1.3,39*,-0.4,0.9,0.3,-4
O=C(NCC1CCCO1)c1ccc(Br)o1 (centres undefined),14,7,14,-2.6,-4,-0.1,2.1,0.8,2
COc1ccc(NCC(=O)N/N=C/c2c(C)nn(Cc3ccccc3)c2Cl)cc1,1,-6,-12,-0.5,-2,0.2,0.8,0.0,-1
C=CCNC(=O)NC(=O)CSc1nnc(C(F)(F)F)n1C,2,-34,3,0.9,-2,0.6,-0.6,0.9,2
N/C(=N\OC(=O)CCCCCN1C(=O)c2ccccc2C1=O)c1ccccn1,6,-37,41,-0.4,-2,0.2,0.8,0.4,0
Cc1ccc(C(=O)Nc2cccnc2)cc1S(=O)(=O)N1CCOCC1,0,-3,19,-2.3,12,0.0,0.1,0.5,-4
COc1cc(C)c(S(=O)(=O)n2ccc(C)n2)cc1C,3,31,-27,-2.9,-44,-1.1,-0.6,0.7,-1
CN1CCN(c2ccccc2NC(=O)COc2ccccc2)CC1,3,-21,-14,0.7,-6,-0.5,-0.9,0.5,1
Cc1ccc(S(=O)(=O)N/N=C/c2cccc(OC3CSC3)c2)cc1,5,29,-46,0.6,-8,-2.9,0.4,-1.5,1
Cc1ccc(NC(=O)CN(C)C(=O)CSc2nc3ccccc3c(=O)n2Cc2ccco2)cc1,9,26,-18,-1.4,-9,-0.7,-0.1,-0.3,0
Cn1c(SCCOc2ccc(F)cc2)nnc1-c1ccncc1,-4,2,-9,0.0,-6,0.9,2.1,0.5,-4
Cc1ccc(S(=O)(=O)Nc2ccccn2)cc1[N+](=O)[O-],2,12,-19,0.7,-12,-0.6,0.0,-0.4,-1
COc1ccc(CN=C2NC(=O)CC(C(=O)Nc3ccc([N+](=O)[O-])cc3C)S2)cc1 (centres undefined),6,-59,4,0.1,-15,-1.1,0.8,0.6,-1
CC1=NN(C(=O)COc2ccc(C)c(C)c2)C(O)(c2ccc(Cl)cc2)C1 (centres undefined),4,21,18,0.4,-12,-0.7,0.6,0.2,1
CCOC(=O)N1CCN(CC(=O)Nc2cc(OCC)ccc2OCC)CC1,6,19,-1,1.4,-12,0.9,-1.1,0.2,0

More compounds:
SMILES,BaF3 parental,EP2 mod,Calpain2 inh,S1P4 ag,S1P4 antagonist,TRPN1 ag,PERK inhibitor,TRPML3 agonist,Ba/F3 V617F tox
CCN(C(C)=O)c1nc(CSc2nnc(NC(C)C)s2)cs1,2,-49,32,0.1,-3,-0.5,-0.1,0.1,0
Cc1c(NC(=O)C2C3C=CC(C3)C2C(=O)O)c(=O)n(-c2ccccc2)n1C (centres undefined),3,-14,-20,-1.0,-6,-0.2,0.8,-0.1,-5
Cc1ccc(S(=O)(=O)N(CC(=O)N/N=C/c2cccc3c2OCCO3)c2ccccc2F)cc1,3,-3,-376,-1.7,5,0.4,-1.4,0.2,-2
c1ccc(-c2ccn3nnnc3n2)cc1,6,22,-8,0.4,-14,0.5,1.1,-1.0,0
CCCN(CC1CC1)C(=S)Nc1ccc(C(C)=O)cc1,7,-12,6,1.1,-11,-0.8,0.1,0.1,5
COc1ccc(C2c3ccc4ccccc4c3Oc3ncn(CCCO)c(=N)c32)cc1OC (centres undefined),1,-36,13,2.1,8,3.1,-1.6,1.4,81*
CCOC(=O)Cc1csc(SCc2nc3ccccc3c(=O)[nH]2)n1,2,-3,-7,-1.0,15,-0.6,-1.2,-0.8,5
CN(C)C(CNC(=O)c1ccc(S(=O)(=O)NCc2ccco2)cc1)c1ccccc1 (centres undefined),4,-31,1,-0.8,3,-1.6,0.2,0.6,-1
Cc1ccccc1NC(=O)Nc1cccs1,10,-8,-7,-1.7,-17,-0.5,0.0,0.7,4
Cc1cc(N2CCOCC2)nc(SCc2ccc(Cl)cc2Cl)n1,2,48,-1,-0.4,-10,-0.6,-0.2,-0.6,-1
COc1ccc(-c2cc(-c3n[nH]c(=S)n3-c3cc(OC)ccc3OC)[nH]n2)cc1,8,21,18,1.5,-13,-1.4,-0.4,0.2,9
Cc1cc(C)c(C(=O)COC(=O)c2ccc([N+](=O)[O-])o2)cc1C,6,-70,-76,1.9,7,-2.0,0.8,0.0,-1
O=C(NCc1cccnc1)c1cc(-c2ccccc2)on1,4,-19,6,-2.7,14,-1.2,0.0,0.0,-1
CCCCc1c(O)nc(SCC(=O)c2ccccc2)n(-c2ccccc2C)c1=O,-2,7,-16,0.3,-3,-0.2,-0.3,0.9,2
COc1ccc(Cn2c(SCc3ccc(C)cc3)nc3cc(OC)c(OC)cc3c2=N)cc1Cl,2,0,-14,-0.4,2,1.5,-0.9,0.2,-2
Cc1cccc2cc(CNCc3ccccc3)c(Cl)nc12,3,-73,-15,-0.3,-21,2.8,0.9,0.2,-5
COc1ccc(/C=N/OCC(=O)Nc2ccc3c(c2)OCO3)c(OC)c1,8,-51,56*,-1.5,5,-0.5,0.5,-0.1,5
COc1ccc(NC(=O)c2ccccc2CC[N+](=O)[O-])cc1,0,-18,-18,-4.5,7,-0.6,0.6,-0.1,-2
C=CCc1c(C)nc(C)nc1N/N=C/c1ccc(F)cc1,8,1,28,1.9,2,-0.7,-1.9,0.1,1
